Screening results: PubChem, The Scripps Research Institute Molecular Screening Center
LYPLA1 counter: blocks human lysophospholipase 1, a PME1 counter-screen; recombinant LYPLA1, FP-Rh probe fluorescence polarization; inhibition, % at 5.9 µM; 320,000 tested, 0.16% active; AID 2174;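 active = inhibition above the mean of all tested compounds plus 3 SD, set per campaign, cut at about 14% in these data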;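 also: inhibitors block serine hydrolase probe labeling of LYPLA1 so polarization falls; 0% = enzyme with DMSO and 100% = wells lacking LYPLA1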
Target sequence (O75608 whole entry, looked up): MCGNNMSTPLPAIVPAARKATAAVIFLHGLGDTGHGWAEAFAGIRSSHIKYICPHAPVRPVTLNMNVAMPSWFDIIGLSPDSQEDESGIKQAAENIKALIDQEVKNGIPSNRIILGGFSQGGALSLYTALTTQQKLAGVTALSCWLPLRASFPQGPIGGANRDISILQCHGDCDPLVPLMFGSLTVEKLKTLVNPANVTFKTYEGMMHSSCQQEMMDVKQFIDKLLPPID
PREPL inh: human PREPL enzyme inhibition | inhibition, % at 5.96 µM | 320,000 tested, 0.68% active | recombinant PREPL, fluorescence polarization activity-based probe | Q4J6C6; in the data active = inhibition above about 43%;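 also: 0% = enzyme with DMSO and 100% = wells lacking enzyme; many of its hits are not listed in these tables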
PAFAH2 inh: PAFAH2 (human) inhibition; Q99487; 340,000 tested, 0.99% active; recombinant PAFAH2, FP-rhodamine activity probe, fluorescence polarization; inhibition, % at 3.39 µM;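 active = inhibition above the mean over all tested compounds plus 3 SD, cut at about 30% in these data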;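 also: inhibitors block probe labeling of enzyme so polarization drops; 0% = enzyme with DMSO and 100% = wells lacking PAFAH2 protein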
PAFAH1B2 FP inh: inhibitors of human PAFAH1B2. AID 492953. inhibition, % at 3.39 µM. recombinant PAFAH1B2, FP-rhodamine activity probe, fluorescence polarization. 340,000 tested, 1.2% active;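 active = inhibition above the mean of all tested compounds plus 3 SD, cut at about 24% in these data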;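 also: 0% = enzyme with DMSO and 100% = wells lacking PAFAH1B2; many of its hits are not listed in these tables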
pPAFAH FP inh: pPAFAH (human) enzyme inhibition; inhibition, % at 3.39 µM; recombinant pPAFAH, FP-rhodamine probe fluorescence polarization; 330,000 tested, 1.5% active; Q13093;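 active = inhibition above the mean inhibition across the screen plus 3 SD, cut at about 25% in these data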;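 also: inhibitors block binding of the rhodamine activity-based probe so polarization drops; 0% = enzyme with DMSO and 100% = wells lacking pPAFAH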
Target sequence (Q13093 whole entry, looked up): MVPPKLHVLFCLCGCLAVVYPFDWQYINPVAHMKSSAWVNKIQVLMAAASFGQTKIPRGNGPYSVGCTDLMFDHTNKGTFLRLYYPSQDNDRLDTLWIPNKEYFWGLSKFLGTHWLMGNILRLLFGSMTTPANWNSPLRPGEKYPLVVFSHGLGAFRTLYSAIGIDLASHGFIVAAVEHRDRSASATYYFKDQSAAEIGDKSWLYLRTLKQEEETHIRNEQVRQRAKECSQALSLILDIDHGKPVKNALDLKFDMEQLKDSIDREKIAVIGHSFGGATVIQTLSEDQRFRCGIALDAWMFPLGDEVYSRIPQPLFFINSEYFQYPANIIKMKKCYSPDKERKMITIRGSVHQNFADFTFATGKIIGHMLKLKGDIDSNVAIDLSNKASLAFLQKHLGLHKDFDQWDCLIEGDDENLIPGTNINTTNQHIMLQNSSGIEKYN
PAFAH1B3 FP inh: inhibitors of human PAFAH1B3; Q15102; recombinant PAFAH1B3, FP-rhodamine probe, fluorescence polarization; inhibition, % at 3.39 µM; 340,000 tested, 0.28% active; AID 492972;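 active = inhibition above the screen-wide average of all tested compounds plus 3 SD, cut at about 25% in these data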;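 also: 0% = enzyme with DMSO only and 100% = wells lacking PAFAH1B3 protein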
ZTA counter: counter-screen for EBNA-1 inhibitors: inhibitors of Epstein-Barr virus ZTA; P03206; ZTA-DNA binding, fluorescence polarization; inhibition, % at 11 µM; 320,000 tested, 0.15% active; AID 2234; in the data active = inhibition above about 33%
EBNA-1 inh: blocks EBNA-1 binding to DNA | EBNA-1 DNA binding, fluorescence polarization | inhibition, % at 14.8 µM | 300,000 tested, 0.34% active; in the data active = inhibition above about 28%
LYPLA2 counter: LYPLA2 (human) inhibition in PME1 counter-screen. O95372. recombinant LYPLA2, FP-Rh probe fluorescence polarization. inhibition, % at 5.9 µM. 320,000 tested, 0.38% active. AID 2177;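 active = inhibition above the screen-wide mean plus 3 SD, limit set per campaign, cut at about 26% in these data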;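 also: 0% = LYPLA2 with DMSO and 100% = wells lacking LYPLA2 enzyme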
Target sequence (O95372 whole entry, looked up): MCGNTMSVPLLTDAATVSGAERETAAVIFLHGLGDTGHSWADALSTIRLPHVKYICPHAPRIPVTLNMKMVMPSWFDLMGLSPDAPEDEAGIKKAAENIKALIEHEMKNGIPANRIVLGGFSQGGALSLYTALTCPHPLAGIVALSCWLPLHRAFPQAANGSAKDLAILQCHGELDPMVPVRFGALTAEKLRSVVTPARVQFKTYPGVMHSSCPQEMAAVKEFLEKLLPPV
Numbers without * were called inactive; / = not tested or not shown.

SMILES	LYPLA1 counter	PREPL inh	PAFAH2 inh	PAFAH1B2 FP inh	pPAFAH FP inh	PAFAH1B3 FP inh	ZTA counter	EBNA-1 inh	LYPLA2 counter
COCc1nc2ccccc2n1CCOc1ccccc1OC	3	-6	-3	2	-3	11	1	3	0
N#Cc1cnc(Oc2ccc(Cl)cc2)nc1N	1	18	-8	4	4	7	-2	-6	-1
O=C1CC2(CCCC2)CC(=O)N1CCCCN1CCN(c2ncccn2)CC1	-1	-9	-8	-1	1	-4	-20	-6	1
CC(C)c1nnc(NC(=O)CCC(=O)N2CCN(c3ccc(Cl)cc3)CC2)s1	-4	43*	1	11	0	9	12	-3	0
CC(C)CN1CC(COCc2ccccc2)Oc2ccccc2S1(=O)=O (stereo unspecified)	/	/	-3	8	4	2	/	/	/
C#CCOCCOCCOCCNc1nc(N2CCN(C(=O)C([C@@H](C)O)n3cc([C@@H](N)CCCCN)nn3)CC2)nc(N2CCN(C(=O)[C@H](CCCCN)n3cc(CN)nn3)CC2)n1 (stereo partly specified)	/	28	-5	-2	-1	8	/	/	/
O=C1CNC(=S)N1Cc1cccc(Cl)c1	-1	-2	-9	5	-4	-2	-6	-15	2
CCOC(=O)CSc1nccc(N(C)C)c1C#N	2	-1	1	-1	3	4	-13	3	5
CCn1cc(CN2CCC(n3nccc3NC(=O)c3ccccc3C)CC2)c(C)n1	-1	11	-6	1	-2	0	-1	-5	-4
Nc1cccc(-n2nnnc2CN2CCOCC2)c1	1	10	9	6	-4	5	-17	-1	3
CC(C)Cn1c(N)c(C(=O)COC(=O)CCc2nc3ccccc3s2)c(=O)n(C)c1=O	3	40	-1	0	8	5	9	-2	3
CN(C(=O)c1cccc(Nc2ccc(-c3ccc4c(c3)OCCO4)nn2)c1)C1CCCCC1	-8	14	-3	4	17	6	-4	2	-11
CC(=O)N(C1CC(C)C(C#N)(C#N)C1(C#N)C#N)N(C)C (stereo unspecified)	1	11	0	-3	2	-7	-17	1	-2
CCOc1ccc(C(=O)CC(C(=O)O)N2CCCCC2)cc1 (stereo unspecified)	1	8	-2	-1	-2	-4	-9	/	1
CCC(C)NS(=O)(=O)c1ccc(NS(=O)(=O)c2ccc(F)cc2)cc1 (stereo unspecified)	-2	3	-4	3	9	9	-5	8	-1
Cc1cccc(C(C)(C)C)c1OCCCCN1CCCC1	-3	-24	2	1	1	1	-2	-7	1
Cc1cc(C)n(-c2nc3ccccc3nc2N2CCN(S(=O)(=O)c3ccc4ccccc4c3)CC2)n1	4	12	4	3	4	4	-7	-2	3
CN(C)CCn1c2c(c(SCC(=O)NCc3ccccc3)nc1=O)CCC2	-2	-17	4	1	-2	13	-2	-1	1
CC(=O)c1cccc(NC(=O)CNC(=O)c2sc3ccccc3c2Cl)c1	-7	-4	-2	-5	3	0	11	1	-12
FC(F)(F)c1cccc(N2CCN(c3ccc4nnc(-c5ccccc5)n4n3)CC2)c1	1	10	0	0	4	9	2	-12	3

Fetched by compound from above:
SMILES	LYPLA1 counter	PREPL inh	PAFAH2 inh	PAFAH1B2 FP inh	pPAFAH FP inh	PAFAH1B3 FP inh	ZTA counter	EBNA-1 inh	LYPLA2 counter
CN(C)CCn1c2c(c(SCC(=O)NCc3ccccc3)nc1=O)CCC2	-2	-17	4	1	-2	13	-2	-1	1
CCC(C)NS(=O)(=O)c1ccc(NS(=O)(=O)c2ccc(F)cc2)cc1 (stereo unspecified)	-2	3	-4	3	9	9	-5	8	-1
CC(=O)N(C1CC(C)C(C#N)(C#N)C1(C#N)C#N)N(C)C (stereo unspecified)	1	11	0	-3	2	-7	-17	1	-2

(continued)
SMILES	LYPLA1 counter	PREPL inh	PAFAH2 inh	PAFAH1B2 FP inh	pPAFAH FP inh	PAFAH1B3 FP inh	ZTA counter	EBNA-1 inh	LYPLA2 counter
O=C(NNC(=O)c1ccccc1[N+](=O)[O-])c1ccc(NC(=O)c2ccccc2)cc1	-2	-2	0	1	3	-3	17	12	5
COc1ccc(NC(=O)c2csc(Cc3ccccc3)n2)cc1	0	4	-6	-1	4	2	9	-2	-3
Cn1ncc(Br)c1N1C(=O)CCC1=O	1	9	/	/	4	/	-10	-4	-4
CC[C@]12c3[nH]c4ccc(Cl)cc4c3CCN1C(=O)[C@@H](CC(=O)NCCCn1ccnc1)C[C@@H]2C(=O)N1CCN(C(=O)C2CC2)CC1	/	/	-7	-4	6	4	/	/	/
Cc1ccc2c(C(=O)CCl)c(C)[nH]c2c1	-4	1	3	2	8	2	-8	4	0
O=C(Nc1ccc(Cl)c(Cl)c1)N1CC=C(c2ccccc2)CC1	-29	-3	-16	-2	-16	-5	0	4	-63
COc1cccc(/C=N/Nc2nn3cnnc3c3ccccc23)c1O	1	33	17	8	21	13	3	16	-1
CCCc1cc(=O)oc2cc(OCC(=O)NCCCN3CCOCC3)ccc12	-1	6	3	5	4	1	-3	-1	-1
CNC(=O)CN(C1CCCCC1)S(=O)(=O)c1ccc(OC)c(Cl)c1	-2	-3	6	-1	-2	-2	16	-2	-6
Cc1ccc(OCc2cc(C(=O)N3CCN(C4CCCCC4)CC3)no2)cc1C	-1	20	5	2	10	2	4	4	3
CC1CC(C)CN(S(=O)(=O)c2ccc(C(=O)Nc3nnc(C4CC4)o3)cc2)C1 (stereo unspecified)	-1	23	0	7	-3	13	-5	14	6
COc1ccc(CCC(=O)N/N=C\c2cccs2)cc1	-3	0	3	5	4	2	-6	-8	1
CC(=O)Nc1ccc(NC(=O)CSc2nnc3ccc(-c4ccc(F)cc4)nn23)cc1	0	-5	-5	2	-4	-8	-6	-2	-2
CC(C)C(NS(=O)(=O)c1cccc2nsnc12)C(=O)Nc1nccs1 (stereo unspecified)	-1	14	4	0	7	10	-12	10	-2
COCCOC(=O)c1c(C)n(C)c2ccc(OC(=O)N3CCOCC3)cc12	2	-4	2	-3	5	-5	-1	6	-1
CCOc1ccc(NC(=O)CN(c2ccc([N+](=O)[O-])cc2)S(=O)(=O)c2ccccc2)cc1	-8	-40	7	-3	1	8	3	3	-15
OCCSc1nnc(Nc2ccccc2)s1	-1	-7	-7	1	25*	-1	4	1	-1
Cc1nccn1CCC(=O)O	1	-5	1	1	5	10	4	-4	8
CCOC(=O)N1CCN(S(=O)(=O)c2c(C)cc(C)cc2C)CC1	4	10	11	0	-1	7	-9	13	-1
CCOC(=O)CN1CC23C=CC(O2)C(C(=O)N2CCN(c4ccc(F)cc4)CC2)C3C1=O (stereo unspecified)	-5	13	8	1	2	-1	3	7	0
COc1ccccc1-n1ccnc1SCC(=O)NC1CCCC1	4	-4	3	2	3	11	6	7	-3
CC(C)[C@H](NC(=O)OCc1ccccc1)C(=O)OCC(=O)Nc1ccc(N2CCOCC2)cc1	2	10	4	-3	9	4	3	1	6
CCNc1nc(NCC)nc(SCCOC(=O)COc2ccc(Cl)cc2Cl)n1	-5	8	-3	5	4	6	8	10	-5
O=C(COn1nnc2ccc(Cl)cc21)Nc1ccc(F)cc1	-5	-12	0	9	-3	5	-1	3	7
O=C1NCCCc2c1oc1ccc(O)cc21	3	-4	0	3	1	3	-3	10	3
COC(=O)C1=C(C)NC(C)=C(C(=O)OCC2CCCO2)C1c1cccc(Cl)c1 (stereo unspecified)	1	7	-4	-1	-1	5	0	6	2
CCN(CCCNC(=O)c1cc2c(-c3cccc(OC)c3)nn(C)c2s1)Cc1ccccc1	-17	-52	1	-3	-7	0	5	5	-12
NC(=O)C[C@@H]1N[C@]2(C(=O)Nc3ccccc32)[C@@H]2C(=O)N(c3cc(C(F)(F)F)ccc3Cl)C(=O)[C@H]12	2	-6	-2	2	3	3	-16	-6	3
Cc1ccc(S(=O)(=O)c2ncccc2N)cc1	-3	-6	7	5	1	0	-2	3	0
CS(=O)(=O)c1ccc2nc(N)sc2c1	1	-1	6	4	2	7	-4	-6	2
COc1ccccc1C(=O)Nc1ccnn1C1CCN(C(=O)c2ccoc2)CC1	1	0	-1	-2	3	-3	6	9	3
Cc1c(OC(C)C(=O)NCC2CCC(C(=O)O)CC2)ccc2c(-c3ccccc3)cc(=O)oc12 (stereo unspecified)	1	-1	-8	2	8	5	-13	4	2
COC(=O)C1CCC(C)(C(=O)Nc2ccccc2)C1(C)C (stereo unspecified)	-1	8	10	4	6	1	-17	-14	-5
CC1CCC2(CC1)NC(=O)N(CC(=O)N1CCc3ccccc3C1)C2=O (stereo unspecified)	1	2	9	2	7	3	13	13	-8
O=C(N/N=C/c1ccc(O)cc1)c1csc2c1CCCC2	-7	6	2	5	-2	8	-6	-4	-3
O=c1c2nnn(-c3ccc(Cl)cc3)c2ncn1Cc1ccccn1	-2	8	0	1	-2	-3	-1	-1	-1
CCOC(=O)/C(=C\C=C\c1ccccc1)NC(=O)c1ccccc1	-5	-2	-1	3	5	4	17	-8	-2
COc1ccc(S(=O)(=O)NCC(c2cccnc2)N2CCN(C)CC2)cc1OC (stereo unspecified)	3	-5	4	3	2	11	-14	5	-1
COC(=O)c1ccc(C(=O)OCc2nc3cc4ccccc4cc3[nH]2)cc1	-11	18	3	4	-3	-14	3	1	-11
Cc1ccc(NS(=O)(=O)c2c(C(=O)N3CCOCC3)c(C)n(C)c2C)cc1	2	-6	0	1	5	-3	-3	6	9
O=C(O)C(CO)N=Cc1c(O)c2ccccc2oc1=O (stereo unspecified)	-2	-5	-3	10	-3	5	8	-7	-4
CC1C(=O)N(Cc2ccccc2)c2ccccc2N1C(=O)c1ccccc1 (stereo unspecified)	3	1	1	6	1	-1	-4	-8	-2
O=C(CN1CCN(Cc2ccccc2)CC1)N1CCCCCC1	-2	1	2	-1	4	-6	8	0	-4
COc1ccc(S(=O)(=O)N2CCCC(C(=O)NCCN3CCOCC3)C2)cc1C (stereo unspecified)	-3	11	2	5	-4	2	-6	-21	0
O=c1oc2ccccc2n1CSC1=NCCS1	0	5	-1	1	1	2	-2	1	2
CCCCn1c(SCC(=O)NC2CC(C)(C)NC(C)(C)C2)nc2cc(S(N)(=O)=O)ccc21	0	16	-6	0	-4	6	-13	5	3
Cc1nn(-c2ccccc2)cc1C(=S)Nc1ccccc1	-4	0	4	-5	-5	7	0	3	-6
COc1ccc(C2CN=NC23CCc2ccccc2C3=O)cc1 (stereo unspecified)	-3	2	1	1	3	3	-1	-8	4
CCOC(=O)C1CCCN(CC(=O)Nc2c(C(=O)OC)[nH]c3ccc(Br)cc23)C1 (stereo unspecified)	-1	18	3	0	7	5	-1	0	4
O=C(NCc1cccc(C(F)(F)F)c1)N1CCN(C(=O)c2ccccc2)CC1	/	11	4	4	1	7	/	/	/
CN(CC(=O)Nc1ccccc1Br)C(=O)CCc1nc2ccccc2c(=O)[nH]1	-2	-6	2	9	4	2	8	9	-2
Cc1nc2sc(C(c3ccc(Cl)cc3)N3CCN(CCO)CC3)c(O)n2n1 (stereo unspecified)	4	-3	6	10	0	-1	9	-6	4
Cc1cc(C)c2nc(NC(=O)CN3C(=O)NC4(CCCC4)C3=O)sc2c1	-3	10	-3	-2	4	-1	-25	-8	-6
CCc1ccc(C(C)NC(=O)c2cccs2)cc1 (stereo unspecified)	-2	-2	-2	4	-3	1	-12	-1	6
Cc1ccc(S(=O)(=O)Nc2cccc(CP(=O)(c3ccccc3)c3ccccc3)c2)cc1	3	-16	4	21	9	6	-12	-10	-1
C/C(=N\Nc1ccc(S(=O)(=O)Nc2ccccc2)cc1[N+](=O)[O-])c1ccc(N2CCOCC2)cc1	-3	4	1	-1	11	10	3	-1	7
OCCOCCOCCn1c2ccccc2c2ccccc21	-5	-9	5	4	3	15	10	1	-3
O=C(C1CC(=O)N(c2ccc3c(c2)OCCO3)C1)N1CCN(Cc2ccccc2)CC1 (stereo unspecified)	2	12	5	2	3	6	4	/	10
O=C(Nc1ccncc1)c1ccc2ncsc2c1	-3	11	2	2	-3	-3	-16	-2	0

An excerpt; rates above refer to the full screens.
